FN deposit inh = inhibitors of fibronectin matrix deposition, primary screen, AH1F cells, Alexa488-fibronectin fluorescence, plate reader. AH1F fibroblasts, overnight. 350,000 compounds, 0.086% hits. inhibition, % at 12.6 µM;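 active = mean inhibition across replicates of 30% or more, regardless of how many single replicates reach that level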;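 also: positive control wells lacked labelled fibronectin entirely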
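Assay system: AH1F fibroblast monolayer, labelled fibronectin deposition. Amount: 10000 cells per well. Also added: labelled fibronectin 24 nM. Compound: single-point pinned compound. Incubation: cell attachment 1 h, compound and FN exposure overnight. Detection: fluorescence after three HBSS washes, excitation 485 nm, emission 525 nm. Read-out: inhibition of fibronectin deposition signal.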
PAX8 reporter = inhibitors of PAX8-driven TPO luciferase reporter, primary screen, RMG-I cells, single concentration. inhibition, % at 12.6 µM. AID 652154, 2013. SteadyGlo, 24 h. 360,000 compounds, 1.2% hits;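 active = mean replicate inhibition at least 60% with every replicate also reaching 60%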;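 also: luciferase light reporting Pax8 driven TPO promoter activity; plate controls were median of neutral control wells for no effect and mitoxantrone controls for full effect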
S100A4 MyoIIA = inhibitors of S100A4-myosin IIA peptide binding, primary screen, biochemical, fluorescence polarization, TAMRA-MyoIIA peptide; Protein S100-A4 (Homo sapiens), P26447; inhibition, % at 10.7 µM; 360,000 compounds, 0.14% hits; AID 652163, 2013;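 active = mean inhibition of at least 70% across replicates, with every replicate also reaching that level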
Target sequence (P26447 whole entry, looked up): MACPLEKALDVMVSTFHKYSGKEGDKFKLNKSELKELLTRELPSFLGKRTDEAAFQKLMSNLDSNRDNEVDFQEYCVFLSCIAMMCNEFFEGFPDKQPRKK
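Material: human S100A4 monomer with TAMRA-labelled myosin IIA peptide; buffer or medium: HEPES pH 7.2 with CaCl2, KCl, NaCl, DTT, Triton; compound dosing: one concentration per compound; schedule: 5 min incubation before reading; benchmarks: neutral control DMSO, positive control TFP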
PglD DTNB = C. jejuni PglD acetyltransferase inhibitors, primary screen, biochemical, DTNB colorimetric, single point | purified PglD enzyme, DTNB colorimetric CoA detection | inhibition, % at 12.5 µM | 360,000 compounds, 0.098% hits | AID 602405, 2012; in the data active = inhibition above about 16%, passing the limit was not always enough; also: strong numbers were not always called active
LGR2 inh = inhibitors of bursicon-induced LGR2 CRE-luciferase signal, primary screen, cell-based, HEK293, CRE-luciferase reporter, bursicon stimulation; bursicon-stimulated, 4 h; Drosophila bursicon receptor LGR2 (rickets); AID 720647, 2013; 380,000 compounds, 0.35% hits; inhibition, % at 9.99 µM;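 active = drop in luminescence signal, shown as inhibition above about 50% in the replicate tests, limit read from the data, passing the limit was not always enough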;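 also: agonist challenge used bursicon conditioned medium at about half maximal strength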
EWS-Fli inh = EWS/Fli-driven NR0B1 reporter inhibitors, primary screen, A673 cells, NR0B1 luciferase, luminescence, MLPCN library; viability-normalised; inhibition, % at 12.6 µM; 350,000 compounds, 0.67% hits;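 active = mean inhibition of at least 50% after viability correction, with every replicate also passing that limit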;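 also: firefly luciferase signal divided by Alamar Blue viability fluorescence both relative to DMSO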
ERAP1 inh = human ERAP1 aminopeptidase inhibitors, primary screen, biochemical, single point, plate reader. Endoplasmic reticulum aminopeptidase 1 (Homo sapiens), Q9NZ08. recombinant ERAP1, Leu-AMC fluorescence, 60 min. inhibition, % at 10.7 µM. 340,000 compounds, 0.15% hits. AID 652197, 2013;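 active = mean replicate inhibition of at least 30%, or all replicates individually reaching that 30% level; inactive = mean below 30% and not every replicate reaching it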;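 also: 0% = neutral control wells and 100% = L-leucinethiol positive control wells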
Target sequence (Q9NZ08 whole entry, looked up): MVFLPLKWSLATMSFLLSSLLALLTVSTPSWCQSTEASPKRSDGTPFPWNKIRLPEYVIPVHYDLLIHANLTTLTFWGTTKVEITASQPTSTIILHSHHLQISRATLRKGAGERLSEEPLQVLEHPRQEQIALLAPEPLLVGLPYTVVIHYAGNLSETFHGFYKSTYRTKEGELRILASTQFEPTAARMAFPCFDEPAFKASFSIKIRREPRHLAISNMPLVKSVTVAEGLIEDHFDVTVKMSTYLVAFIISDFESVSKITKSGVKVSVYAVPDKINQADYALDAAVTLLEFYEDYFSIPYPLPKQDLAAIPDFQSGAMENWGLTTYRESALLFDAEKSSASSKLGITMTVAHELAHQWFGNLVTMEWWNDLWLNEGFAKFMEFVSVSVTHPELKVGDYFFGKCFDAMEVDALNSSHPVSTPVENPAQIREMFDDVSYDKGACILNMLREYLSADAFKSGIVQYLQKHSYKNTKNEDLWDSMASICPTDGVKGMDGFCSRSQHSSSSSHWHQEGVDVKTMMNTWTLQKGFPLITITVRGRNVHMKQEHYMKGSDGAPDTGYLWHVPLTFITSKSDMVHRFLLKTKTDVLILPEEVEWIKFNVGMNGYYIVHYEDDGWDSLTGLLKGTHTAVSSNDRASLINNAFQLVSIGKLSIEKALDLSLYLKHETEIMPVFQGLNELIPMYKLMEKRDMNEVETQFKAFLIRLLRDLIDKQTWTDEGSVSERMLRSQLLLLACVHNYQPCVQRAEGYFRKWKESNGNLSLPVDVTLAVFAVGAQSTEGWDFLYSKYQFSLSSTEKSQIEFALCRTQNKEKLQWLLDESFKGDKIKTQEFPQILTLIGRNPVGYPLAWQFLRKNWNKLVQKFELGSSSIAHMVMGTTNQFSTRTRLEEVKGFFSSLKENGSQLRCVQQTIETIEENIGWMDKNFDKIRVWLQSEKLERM
PGC1a acetyl inh = inhibitors of PGC1a acetylation signal, primary screen, cell-based, U2OS, AlphaScreen, inhibitor mode; AID 651687, 2012; inhibition, % at 15.6 µM; AlphaScreen anti-acetyl-lysine; with virally co-expressed GCN5 acetyltransferase; 350,000 compounds, 0.17% hits;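 active = every replicate shows inhibition of at least 40%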;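 also: 0% = neutral control wells and 100% = positive control wells; some results beyond the cut were filed as inactive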
Starred values were filed as active, the others as inactive; / = no result given.

Start of the listing, in advance (two entries):
Compound | FN deposit inh | PAX8 reporter | S100A4 MyoIIA | PglD DTNB | LGR2 inh | EWS-Fli inh | ERAP1 inh | PGC1a acetyl inh
O=C(Nc1ccc(F)cc1)N[C@@H]1CC[C@@H](CC(=O)N2CCCCC2)O[C@H]1CO | / | 3 | 0 | 7 | 6 | 4 | 1 | 9
Cc1cc(OCc2cc(C(=O)N(C)Cc3nonc3C)no2)cc(C)c1Cl | -9 | -9 | -3 | -3 | 19 | / | 2 | 0

Main list, repeating the preview:
Compound | FN deposit inh | PAX8 reporter | S100A4 MyoIIA | PglD DTNB | LGR2 inh | EWS-Fli inh | ERAP1 inh | PGC1a acetyl inh
O=C(Nc1ccc(F)cc1)N[C@@H]1CC[C@@H](CC(=O)N2CCCCC2)O[C@H]1CO | / | 3 | 0 | 7 | 6 | 4 | 1 | 9
Cc1cc(OCc2cc(C(=O)N(C)Cc3nonc3C)no2)cc(C)c1Cl | -9 | -9 | -3 | -3 | 19 | / | 2 | 0
Cc1ccc(OCCC(=O)OC(C)C(=O)NC2CC2)cc1 (centres undefined) | 1 | -11 | 1 | 5 | -2 | 0 | 1 | -10
Cn1c(SCC(=O)N2CCCCCC2)nc2c([nH]c3ccccc32)c1=O | 5 | 11 | / | -241 | / | / | / | -5
COc1ccc(-c2ccc(S(=O)(=O)n3nc(OC(=O)c4cccs4)cc3N)cc2)cc1 | 0 | 18 | 3 | -2 | -16 | 6 | 0 | 14
COc1cc(/C=C/C(=O)O)cc(S(=O)(=O)Nc2ccc3nc(C)sc3c2)c1OC | 2 | 9 | 9 | -2 | 3 | 2 | 0 | 7
CC(=O)c1ccc(-c2cnc3c(NC=O)cc(-c4ccccc4Oc4ccccc4)cn23)cc1 | 18 | 84* | -5 | -2 | -3 | 33 | 2 | /
CC1N=C(SCC(=O)c2ccc(F)cc2)N2C(C)N=C(SCC(=O)c3ccc(F)cc3)N12 (centres undefined) | -4 | 12 | -4 | 2 | / | 8 | 0 | 3
CS(=O)(=O)N1CCc2ccc(NC(=O)C3CCCO3)cc2C1 (centres undefined) | 1 | -11 | 0 | -5 | -6 | / | 0 | 8
COc1ccc(C2(c3ccc(OC)cc3)NC(=O)N(CC(=O)NC3(C#N)CCCCC3)C2=O)cc1 | -4 | 20 | 2 | -2 | 2 | -1 | 0 | -3
CCc1nc2c(OCCOc3ccc(F)cc3)cccn2c1N(C=O)Cc1ccccc1 | / | -3 | -4 | 0 | -7 | 2 | 0 | 11
Cc1cc(=O)oc(C)c1C(=O)NCC1COc2ccccc2O1 (centres undefined) | / | / | -4 | 1 | -6 | -5 | 3 | 3
CCOC(=O)c1cc(-c2ccc(Cl)cc2)nc2c1c(=O)[nH]c(=O)n2CCOC | -11 | -11 | -3 | / | -12 | 13 | 0 | 1
Cc1ccc(S(=O)(=O)N2CCOCC2)cc1NC(=O)c1cc2ccccc2oc1=O | -8 | -14 | -3 | -4 | / | 6 | -1 | /
COc1ccc(NC(=O)Nc2ccc3c(c2)C(=O)N([C@H](C)CO)C[C@@H](C)[C@@H](CN(C)Cc2ccccc2)O3)cc1 | / | 8 | 23 | 1 | -9 | 2 | 1 | -1
C[C@@H]1CN([C@@H](C)CO)C(=O)Cc2cc(NS(C)(=O)=O)ccc2O[C@@H]1CN(C)C(=O)NC1CCCCC1 | / | -7 | 1 | 4 | -4 | 9 | -2 | 6
CN(C)S(=O)(=O)c1cc(C(=O)Nc2ccccc2C(=O)NC2CC2)ccc1Cl | -2 | -12 | -17 | 9 | -4 | -11 | -1 | 1
C[C@@H]1CN([C@@H](C)CO)S(=O)(=O)c2ccc(-c3ccccc3)cc2O[C@@H]1CN(C)C(=O)C1CCCCC1 | / | / | 7 | -1 | 0 | 11 | 3 | -24
CSc1ccc(S(=O)(=O)N2CCC(C(=O)Nc3cccnc3)CC2)cc1 | 5 | 10 | -21 | 0 | 26 | / | -1 | -19
c1ccc(-c2ccccc2OCCOCCN2CCc3ccccc3C2)cc1 | -3 | 16 | -13 | / | 1 | 16 | 5 | -2
CN(C)C(=O)C[C@@H]1C=C[C@@H](NC(=O)c2ccc(F)cc2)[C@H](CO)O1 | -8 | / | 9 | -2 | 11 | / | -1 | 7
CCCCN(C)CCCNC(=O)c1cc(=O)[nH]c2ccc(S(=O)(=O)N3CCCCC3C)cc12 (centres undefined) | -7 | 9 | 8 | / | 20 | -2 | 0 | /
C=C(C)CC(Nc1ccc(OC)cc1)c1ccco1 (centres undefined) | -6 | 18 | -2 | / | -5 | 10 | -3 | -2
CN1CCN(c2ccc(NC(=O)c3ccc(-c4ccccc4F)o3)cc2)CC1 | -5 | -121 | -10 | 1 | -56 | -28 | 0 | /
CCOC(=O)c1[nH]c(C)c(C(=O)OCC(=O)N2CCc3ccccc32)c1C | / | / | 10 | -8 | 1 | 6 | -1 | 1
O=S1(=O)N=C(N(CCO)/N=C/c2ccccc2F)c2ccccc21 | 8 | -6 | -4 | / | -1 | 2 | 5 | /
COc1ccc2c3c(n(C)c2c1)[C@H](CO)N(Cc1ccccc1OC)CC31CN(CC2CC2)C1 | / | / | -6 | / | -17 | -10 | 0 | /
COc1ccc(S(=O)(=O)Nc2ccc3c(c2)CC(=O)N([C@H](C)CO)C[C@H](C)[C@H](CN(C)C(=O)NC(C)C)O3)cc1 | -10 | / | 10 | 5 | -4 | -11 | 0 | 5
COc1ccc(NC(=O)Nc2ccc3c(c2)CC(=O)N([C@@H](C)CO)C[C@@H](C)[C@H](CN(C)Cc2ccc(C(=O)O)cc2)O3)cc1 | / | / | -27 | 8 | 12 | -3 | 1 | 6
CN1c2ccc(-c3ccccc3)cc2[C@H]2[C@H](CCN2C(=O)Nc2ccccc2F)[C@H]1CO | -19 | 17 | 0 | 1 | 17 | 10 | 3 | 3
COc1ccc(OC)c(/C=N/NC(=O)CN2CCSCC2)c1 | 12 | 18 | / | -1 | -10 | / | / | 3
O=C(CN1CCSCC1)N/N=C/c1ccc(Cl)cc1 | -12 | -1 | 4 | / | -11 | -10 | -5 | /
CCCNC(=O)N(C)C[C@@H]1Oc2cc(C3=CCCCC3)ccc2S(=O)(=O)N([C@@H](C)CO)C[C@@H]1C | -19 | 16 | 5 | -3 | -2 | 0 | 0 | -3
Cc1ccccc1NS(=O)(=O)c1cc2c(cc1C)N(C)CCO2 | -3 | 2 | -3 | -4 | 6 | -13 | 4 | -3
Cc1ccc(NC2CCCN(C(=O)CCC(=O)c3ccccc3)C2)cc1C (centres undefined) | -4 | -29 | -2 | 8 | -6 | / | -2 | -3
COc1ccc([N+](=O)[O-])cc1NC(=O)CCCOc1ccccc1 | 11 | 2 | / | -3 | 6 | / | / | -42
CC(C)NC(=O)N(C)C[C@H]1Oc2c(NC(=O)C3CCOCC3)cccc2C(=O)N([C@@H](C)CO)C[C@H]1C | / | -24 | -6 | 0 | 8 | -5 | 2 | 14
Cc1c(C(=O)O)oc2ccc(S(=O)(=O)N3CCCCC3C(=O)O)cc12 (centres undefined) | -2 | -13 | -4 | 4 | -10 | -5 | -4 | -1
O=C(NCCc1c[nH]c2ccccc12)C(=O)NCC(c1ccco1)N1CCN(c2ccc(F)cc2)CC1 (centres undefined) | -1 | 6 | -1 | / | 1 | / | 4 | /
C[C@H](O)C#Cc1cnc2c(c1)C(=O)N([C@@H](C)CO)C[C@@H](C)[C@@H](CN(C)C(=O)Cc1ccncc1)O2 | 2 | -20 | 2 | -3 | 7 | -2 | -5 | 13
O=c1[nH][nH]c2c1[C@@H](c1ccc(F)cc1)O[C@H](CCc1ccccc1)C2 | -26 | -28 | -27 | / | -23 | 10 | -2 | /
FC(F)(F)c1cccc(Nc2ncnc3ccccc23)c1 | -3 | 9 | / | -3 | / | / | / | 5
O=[N+]([O-])c1cccc(-c2nc(-c3cccs3)c(-c3cccs3)[nH]2)c1 | 14 | 58 | / | 0 | / | / | / | -5
COc1ccc(Cl)cc1NC(=O)CSc1nc(N2CCOCC2)nc(N2CCOCC2)n1 | 4 | 1 | 8 | -3 | 4 | 8 | -1 | 11
CC(=O)Nc1ccc(NC(=O)CCC(=O)OCC(=O)c2ccc(F)cc2)cc1 | 3 | 0 | -7 | 5 | 9 | / | -2 | /

Further structures follow.
Results follow in this order: FN deposit inh | PAX8 reporter | S100A4 MyoIIA | PglD DTNB | LGR2 inh | EWS-Fli inh | ERAP1 inh | PGC1a acetyl inh
- CC(C)C1/C(=N/O)CC(c2ccccc2)NC1c1ccccc1 (centres undefined)
    6 | 8 | -4 | 4 | 16 | -1 | 0 | -22
- CN(c1ccccc1)S(=O)(=O)c1cccc(NC(=O)CCNC(=O)c2ccccc2)c1
    0 | 21 | -4 | 5 | 14 | 0 | 1 | 2
- CC(C)NC(=O)Nc1ccc2c(c1)C(=O)N([C@@H](C)CO)C[C@@H](C)[C@H](CN(C)C(=O)NC1CCCCC1)O2
    / | -13 | -3 | 2 | -7 | / | 6 | 8
- O=c1c2cc3ccccc3nc2ncn1CCc1ccc(Cl)cc1
    -1 | 16 | -10 | / | -7 | 1 | / | /
- CO[C@@H]1CC[C@@H]2CCOc3c(C#N)cccc3C(=O)N(C)CC3(CCCCC3)CC(=O)N(C)C[C@H]1O2
    -2 | 10 | 3 | -5 | 12 | -16 | 0 | -1
- Nc1c([N+](=O)[O-])cc2c3c(cccc13)CC2
    3 | -21 | 0 | 3 | -4 | -13 | -5 | -11
- C[C@@H]1CN([C@H](C)CO)C(=O)c2cc(NS(=O)(=O)c3ccccc3)ccc2O[C@H]1CN(C)Cc1ccc(-c2ccccc2)cc1
    / | 10 | -2 | -2 | 9 | -1 | -3 | 7
- Cc1noc(C)c1NC(=O)Nc1cccc2c1O[C@H](CN(C)S(=O)(=O)c1cn(C)cn1)[C@@H](C)CN([C@@H](C)CO)C2=O
    -6 | / | -3 | -3 | -11 | 2 | -2 | 16
- O=C(c1cccnc1)N1CCCCN2[C@@H](CO)[C@H](c3ccc(C#Cc4cccnc4)cc3)[C@@H]2C1
    / | 0 | / | -1 | 8 | -13 | / | -1
- Cc1oc(-c2ccccc2Cl)nc1CS(=O)CC(=O)NCc1ccc2c(c1)OCO2 (centres undefined)
    6 | -7 | -2 | -7 | -9 | / | -1 | 8
- C[C@H](CO)N1C[C@H](C)[C@H](CN(C)C(=O)Nc2ccc3c(c2)OCO3)Oc2c(NS(=O)(=O)c3ccc(F)cc3)cccc2C1=O
    / | 14 | 4 | 0 | -10 | -11 | 0 | 2

One compound at a time, as listed above:
CC(C)NC(=O)Nc1ccc2c(c1)C(=O)N([C@@H](C)CO)C[C@@H](C)[C@H](CN(C)C(=O)NC1CCCCC1)O2 reads FN deposit inh = /; PAX8 reporter = -13; S100A4 MyoIIA = -3; PglD DTNB = 2; LGR2 inh = -7; EWS-Fli inh = /; ERAP1 inh = 6; PGC1a acetyl inh = 8
CO[C@@H]1CC[C@@H]2CCOc3c(C#N)cccc3C(=O)N(C)CC3(CCCCC3)CC(=O)N(C)C[C@H]1O2 reads FN deposit inh = -2; PAX8 reporter = 10; S100A4 MyoIIA = 3; PglD DTNB = -5; LGR2 inh = 12; EWS-Fli inh = -16; ERAP1 inh = 0; PGC1a acetyl inh = -1
Cc1noc(C)c1NC(=O)Nc1cccc2c1O[C@H](CN(C)S(=O)(=O)c1cn(C)cn1)[C@@H](C)CN([C@@H](C)CO)C2=O reads FN deposit inh = -6; PAX8 reporter = /; S100A4 MyoIIA = -3; PglD DTNB = -3; LGR2 inh = -11; EWS-Fli inh = 2; ERAP1 inh = -2; PGC1a acetyl inh = 16
